Source: PubChem
3CLpro inhibitor: SARS-CoV 3CLpro protease inhibitors, primary screen, biochemical, quenched FRET; recombinant SARS-CoV 3CLpro, quenched FRET peptide cleavage; Replicase polyprotein 1ab (Severe acute respiratory syndrome coronavirus), P0C6X7; AID 1706, 2009; inhibition, % at 6 µM; actives 0.14% (n = 290,000); in the data active means inhibition above about 12%
SSB-PriA inh: inhibitors of Klebsiella pneumoniae PriA binding to SSB C-terminal tail, primary screen, biochemical, AlphaScreen; inhibition, % at 33 µM; AID 1272365, 2023; AlphaScreen SSBct-PriA binding, biotinylated peptide; actives 0.6% (n = 430,000); in the data active means inhibition mostly above about 37%, no sharp cut-off; inactive means mostly below about 20%;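 further: plate controls were negative control peptide for no effect and reference peptide for full effect; strong numbers were not always called active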
VHR inh abs: VHR1 phosphatase inhibitors, primary screen, biochemical, absorbance, uHTS. recombinant VHR phosphatase, pNPP absorbance. inhibition, % at 13.3 µM. actives 0.52% (n = 290,000). AID 1654, 2009. Dual specificity protein phosphatase 3 (Homo sapiens), P51452; in the data active means inhibition above about 50%; further: some compounds called inactive have numbers as strong as hits
Target sequence (P51452 whole entry, looked up): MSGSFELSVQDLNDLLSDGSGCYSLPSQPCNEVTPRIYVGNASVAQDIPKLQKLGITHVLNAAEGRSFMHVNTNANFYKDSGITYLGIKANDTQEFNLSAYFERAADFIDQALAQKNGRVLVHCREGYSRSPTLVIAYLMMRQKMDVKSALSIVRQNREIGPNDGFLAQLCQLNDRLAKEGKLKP
Numbers without * were called inactive; x = no result given; & = joins results of further samples.

entry | compound | 3CLpro inhibitor | SSB-PriA inh | VHR inh abs
1 | CCCOc1ccc2nc(NC(=O)OC)[nH]c2c1 | -1 | x | 16
2 | COc1cc(N)c(Cl)cc1C(=O)N[C@@H]1CCN(CCCOc2ccc(F)cc2)C[C@@H]1OC | -4 | x | 16
3 | COc1ccc(CC(=O)C(=O)O)cc1 | x | -10 | x
4 | C=CC[n+]1ccc(C=C2C=Cc3cc(C)ccc3N2CC)c2ccccc21 | x | 91 | x
5 | CCN(CC)CC(=O)Nc1cccc(C(F)(F)F)c1 | x | -3 | x
6 | CCOC(=O)c1ccccc1NC(=O)Cn1cccc(-c2nc(-c3ccccc3)no2)c1=O | x | -8 | x
7 | Cc1ccc2oc(C(=O)NCc3ccc4c(c3)OCO4)cc2n1 | x | -10 | x
8 | O=C(NC(=O)N1CCN(Cc2ccccc2)CC1)c1ccccc1 | x | -5 | x
9 | O=C(O)C1Cc2ccccc2CN1 (stereo not given) | x | -16&-9 | x
10 | O=C(CSc1ccc(NC(=O)C2CC2)nn1)NCc1cccs1 | x | 0 | x
11 | NS(=O)(=O)c1ccc(CCNC(=O)c2ccc(=O)[nH]n2)cc1 | x | -12 | x
12 | CSc1cccc(NC(=O)C(=O)NCc2cccs2)c1 | x | -12 | x
13 | Cc1cc(C)cc(NC(=O)CN2CCC(C(=O)NCc3ccccn3)CC2)c1 | x | -6 | x
14 | COCCN1CCC(CNS(=O)(=O)c2ccc(OCC(C)C)cc2)CC1 | x | -18 | x
15 | COc1ccc(/C=C(\O)C(=O)O)cc1 | x | 6 | x
16 | COc1ccc(C=NNC(=O)c2ccncc2)cc1OC | x | -3 | x

Whole records, looked up by structure. Values in the order: 3CLpro inhibitor | SSB-PriA inh | VHR inh abs
Entry for COc1ccc(CC(=O)C(=O)O)cc1 : x | -10 | x
Entry for COc1ccc(/C=C(\O)C(=O)O)cc1 : x | 6 | x

Only VHR inh abs and SSB-PriA inh, for some of the entries so far:
| item | molecule | VHR inh abs | SSB-PriA inh |
| --- | --- | --- | --- |
| 15 | COc1ccc(/C=C(\O)C(=O)O)cc1 | x | 6 |
| 16 | COc1ccc(C=NNC(=O)c2ccncc2)cc1OC | x | -3 |

Excerpt: compounds 1 to 5
entry | compound | 3CLpro inhibitor | SSB-PriA inh | VHR inh abs
1 | CCCOc1ccc2nc(NC(=O)OC)[nH]c2c1 | -1 | x | 16
2 | COc1cc(N)c(Cl)cc1C(=O)N[C@@H]1CCN(CCCOc2ccc(F)cc2)C[C@@H]1OC | -4 | x | 16
3 | COc1ccc(CC(=O)C(=O)O)cc1 | x | -10 | x
4 | C=CC[n+]1ccc(C=C2C=Cc3cc(C)ccc3N2CC)c2ccccc21 | x | 91 | x
5 | CCN(CC)CC(=O)Nc1cccc(C(F)(F)F)c1 | x | -3 | x

Some of the compounds tested, so the mix of outcomes need not match the whole.
